High-throughput results: PubChem, Broad Institute
CFTR F508del cor – F508del CFTR correction, initial screen, CFBE line, single point; CFBE cells, YFP halide quenching; stimulated with forskolin plus potentiator P3; % fluorescence drop versus neutral controls; activity (quench increase), % at 7.58 µM; 350,000 compounds, 0.36% hits; AID 720511, 2013;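 active = mean added fluorescence quench of at least 8% versus neutral control, with both replicates also reaching 8%; inconclusive = only one of the mean or replicate conditions met; inactive = mean below 8% and not both replicates reaching 8%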;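 also: cells transiently co-express mutant CFTR-F508del with the halide-sensitive YFP; corrector assay measuring rescue of mutant channel to the surface after 24 h compound exposure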
ERp5 inh – inhibitors of ERp5-driven insulin aggregation, primary screen, biochemical, turbidity, absorbance 650 nm, single point; Protein disulfide-isomerase A6 (Homo sapiens), Q15084; 90 min; inhibition, % at 9.99 µM; 350,000 compounds, 0.05% hits; AID 651711, 2012;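 active = mean replicate inhibition above about 25%, with every replicate also reaching it, limit read from the data, passing the limit was not always enough; inconclusive = only one of those two criteria met; inactive = neither criterion met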
Target sequence (Q15084 whole entry, looked up): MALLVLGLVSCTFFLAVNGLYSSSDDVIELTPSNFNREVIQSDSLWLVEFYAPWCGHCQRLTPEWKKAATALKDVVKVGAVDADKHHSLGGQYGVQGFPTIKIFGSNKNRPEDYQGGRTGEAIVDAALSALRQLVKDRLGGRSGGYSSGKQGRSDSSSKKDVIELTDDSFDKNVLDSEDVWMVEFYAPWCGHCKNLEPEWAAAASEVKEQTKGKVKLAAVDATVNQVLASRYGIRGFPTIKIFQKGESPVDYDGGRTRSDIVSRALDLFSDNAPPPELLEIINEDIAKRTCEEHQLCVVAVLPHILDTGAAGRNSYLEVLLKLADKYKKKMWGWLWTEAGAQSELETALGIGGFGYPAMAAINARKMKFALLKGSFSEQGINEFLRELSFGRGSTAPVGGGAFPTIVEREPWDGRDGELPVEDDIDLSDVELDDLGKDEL
ARNT-TACC3 inh – disruptors of ARNT/TACC3 protein interaction, primary screen, biochemical, AlphaScreen, single concentration; 390,000 compounds, 0.66% hits; inhibition, % at 9.99 µM; Transforming acidic coiled-coil-containing protein 3 (Homo sapiens), Q9Y6A5; AlphaScreen His-ARNT PAS-B/GST-TACC3 binding, luminescence; TACC3 fragment carries E629A point mutation; AID 623870, 2012;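 active = mean inhibition of replicates at least 50% and at least half of replicates each reaching 50%; inconclusive = half or more replicates reach 50% but mean below 50%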;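 also: 0% = complete ARNT plus TACC3 wells and 100% = ARNT alone without TACC3; many hits fall short of the cut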
DENV2 CPE – inhibitors of DENV2 cytopathic effect, primary screen, cell-based, plate reader, single concentration | DENV2-infected cells, cytopathic effect rescue | CPE inhibition, % at 9.99 µM | 350,000 compounds, 1.7% hits | AID 651640, 2012; in the data active = CPE inhibition above about 20%, passing the limit was not always enough; inconclusive = no clear call, values can overlap the other calls; tested in BHK-21 cells;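 also: 0% = median of neutral control wells and 100% = median of positive control wells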
INS-1E GSIS act – GLuc luminescence reporter in INS-1E cells, primary screen for activators of glucose-dependent secretion of insulin; INS-1E GLuc reporter insulin secretion, 2-3 h; activation, % at 16.6 µM; 370,000 compounds, 0.61% hits; AID 743287, 2014;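 active = lowest replicate activation of at least 40%, so every replicate reaches that level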;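 also: 0% = median of neutral control wells and 100% = median of IBMX positive control wells; some compounds called inactive have numbers as strong as hits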
Xi reactivation – activators of inactive X chromosome reactivation, primary screen, imaging, XiGFP fibroblasts, GFP high-content imaging, set 2; XiGFP mouse fibroblasts, % GFP-positive cells imaging, 3 d; cells co-treated with 5-aza-dC sensitizer; scaled so ellipticine positive control = 100%; activation, % at 7.58 µM; 360,000 compounds, 0.055% hits;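 active = mean normalized replicate activation at least 10% and every replicate at or above 10%; inconclusive = only one of the two criteria met; inactive = mean below 10% and not all replicates reach 10%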;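 also: 0% = median of on-plate neutral control wells and 100% = ellipticine 6 µM median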
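Material: XiGFP fibroblasts, SV40-immortalized; Buffer or medium: DMEM containing 5-aza-dC; Compound dosing: single point; Times: 3 days compound exposure.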
PAX8 reporter – inhibitors of PAX8-driven TPO luciferase reporter, primary screen, RMG-I cells, single concentration; inhibition, % at 12.6 µM; SteadyGlo, 24 h; 360,000 compounds, 1.2% hits;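 active = mean replicate inhibition at least 60% with every replicate also reaching 60%; inconclusive = only one of the two criteria is met; inactive = mean below 60% and not all replicates reaching 60%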;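 also: luciferase light reporting Pax8 driven TPO promoter activity; plate controls were median of neutral control wells for no effect and mitoxantrone controls for full effect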
EWS-Fli block – EWS/Fli-driven NR0B1 reporter inhibitors, primary screen, A673 cells, NR0B1 luciferase, luminescence, MLPCN library; viability-normalised; inhibition, % at 12.6 µM; 350,000 compounds, 0.67% hits;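 active = mean inhibition of at least 50% after viability correction, with every replicate also passing that limit; inconclusive = mean reaches 50% but only one of two replicates passes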;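 also: firefly luciferase signal divided by Alamar Blue viability fluorescence both relative to DMSO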
* hit, by the source's call. Outcome played no part in choosing rows. Share with any hit: about 4.2%.

O=C(COC(=O)c1c(Cl)cccc1Cl)NC1CCCCC1 was read as CFTR F508del cor 2.6, ERp5 inh 4.9, ARNT-TACC3 inh -2.7, DENV2 CPE 1.1, INS-1E GSIS act 12.2, Xi reactivation 0.1, PAX8 reporter -24.4 and EWS-Fli block 0.3.
COc1ccccc1NC(=O)N1CC(=O)N2[C@H](CO)[C@H](c3ccc(C#Cc4ccc(F)cc4)cc3)[C@H]2C1 was read as CFTR F508del cor 0.3, ERp5 inh 5.7, DENV2 CPE -3.4, INS-1E GSIS act -28.5 and Xi reactivation 0.3.
Screening Cc1ccc(NC(=O)CC2OC(=O)c3ccccc32)cc1S(=O)(=O)N1CCOCC1 (stereo not drawn) returned CFTR F508del cor -4.6, ERp5 inh 1.5, ARNT-TACC3 inh -6.2, DENV2 CPE -8.0, INS-1E GSIS act -9.5, Xi reactivation 0.0, PAX8 reporter 6.1 and EWS-Fli block 2.5.
`Cc1cc(C)c(S(=O)(=O)N/N=C/c2ccc([N+](=O)[O-])o2)c(C)c1` gave CFTR F508del cor 1.5, ERp5 inh 3.5, ARNT-TACC3 inh 4.9, DENV2 CPE 12.0, INS-1E GSIS act 11.6, Xi reactivation 0.0 and PAX8 reporter -4.3.
Screening CC[n+]1c(/C=C/N(C)c2ccccc2)oc2ccccc21 returned CFTR F508del cor -0.2, ERp5 inh inconclusive, ARNT-TACC3 inh -5.3, DENV2 CPE -0.6, INS-1E GSIS act -37.2, Xi reactivation -0.1, PAX8 reporter 49.6 and EWS-Fli block 7.1.
O=C(CSc1ncnc2scc(-c3ccccc3)c12)N1CCN(Cc2ccc3c(c2)OCO3)CC1 was read as CFTR F508del cor 1.7, ERp5 inh inconclusive, INS-1E GSIS act 2.0, Xi reactivation 0.2, PAX8 reporter 8.5 and EWS-Fli block 3.3.
COc1cccc2c1[C@@H]1CN(CCCCn3c(=O)[nH]c4c(sc5ncc(-c6ccccc6)nc54)c3=O)C[C@@H]1CO2 was read as CFTR F508del cor -1.5, ERp5 inh -1.0, ARNT-TACC3 inh 5.8, DENV2 CPE 4.4, INS-1E GSIS act 10.9, Xi reactivation 0.0, PAX8 reporter 34.2 and EWS-Fli block 15.2.
O=C(O)c1ccccc1N=Nc1ccc(O)cc1 was read as CFTR F508del cor -3.0, ERp5 inh 2.0, ARNT-TACC3 inh -3.0, DENV2 CPE -5.6, INS-1E GSIS act -6.2, Xi reactivation -0.1, PAX8 reporter -9.5 and EWS-Fli block -7.6.
CCOC(=O)[C@H]1[C@H]2COc3ccc(OC)cc3[C@@H]2N2C(=O)[C@H](C)NC(=O)[C@@]12C was read as CFTR F508del cor 0.1, ERp5 inh -1.6, ARNT-TACC3 inh -6.7, DENV2 CPE 19.3, INS-1E GSIS act -0.8, Xi reactivation 0.0, PAX8 reporter 1.6 and EWS-Fli block -4.0.
For C[C@H]1CN([C@@H](C)CO)C(=O)c2cc(C3=CCCC3)cnc2O[C@@H]1CN(C)C(=O)C1CCC1 the results were CFTR F508del cor 1.0, ERp5 inh 8.7, ARNT-TACC3 inh -10.3, DENV2 CPE -5.3, INS-1E GSIS act 3.3, Xi reactivation -0.9 and EWS-Fli block -9.4.
Screening O=C(C1=C[C@@H]2[C@H]3C(=O)N(c4ccc(Cl)cc4)C(=O)[C@H]3[C@@H](C(=O)c3ccc(Cl)cc3)N2C=C1)c1ccccc1 returned CFTR F508del cor -0.9, ERp5 inh 6.1, DENV2 CPE 8.2, INS-1E GSIS act -6.2, Xi reactivation 0.0, PAX8 reporter 6.0 and EWS-Fli block -4.4.
COc1ccc(-c2noc(-c3ccoc3C)n2)cc1OC was read as CFTR F508del cor 3.9, ERp5 inh 0.8, DENV2 CPE 1.9, INS-1E GSIS act 12.9, Xi reactivation 0.4, PAX8 reporter -187.5 and EWS-Fli block -101.4.
For CCCCc1ccc(N2C(=NC(=O)C3CCCO3)SC3CS(=O)(=O)CC32)cc1 (stereo not drawn) the results were CFTR F508del cor 3.0, ERp5 inh 2.0, ARNT-TACC3 inh 5.1, DENV2 CPE -1.1, INS-1E GSIS act -1.9, Xi reactivation 0.0, PAX8 reporter -2.6 and EWS-Fli block -8.2.
`O=C(NC1CCC1)[C@H]1[C@H](CO)[C@H]2Cn3c(ccc(-c4cncnc4)c3=O)[C@@H]1N2CCc1ccccc1` gave CFTR F508del cor 0.1, ERp5 inh -0.3, ARNT-TACC3 inh 6.8, DENV2 CPE 0.1, INS-1E GSIS act -2.0, Xi reactivation 0.6, PAX8 reporter -5.2 and EWS-Fli block 0.7.
Cc1[nH]c(=O)[nH]c(=O)c1/C=N/NC(=O)CCCCCNC(=O)OC(C)(C)C was read as CFTR F508del cor -1.9, ERp5 inh 9.2, ARNT-TACC3 inh 19.7, DENV2 CPE 4.5, INS-1E GSIS act 44.9, Xi reactivation 0.0, PAX8 reporter -27.0 and EWS-Fli block 10.4.
Screening O=C(O)/C(=C\c1cccc(O)c1)c1ccc(S(=O)(=O)N2CCCC2)s1 returned CFTR F508del cor -6.9, ERp5 inh 6.3, ARNT-TACC3 inh 5.2, DENV2 CPE -0.7, INS-1E GSIS act 2.4, Xi reactivation 0.2, PAX8 reporter 1.5 and EWS-Fli block -6.7.
For CCCCn1c(N)c(N(CC(C)C)C(=O)COC(=O)c2ccccc2NCCO)c(=O)[nH]c1=O the results were CFTR F508del cor -4.7, ERp5 inh 4.6, ARNT-TACC3 inh -4.6, DENV2 CPE -1.6, INS-1E GSIS act 3.6, Xi reactivation 0.1, PAX8 reporter -7.5 and EWS-Fli block 4.6.
`O=C(C[C@@H]1C=C[C@H](NC(=O)c2ccc(F)cc2)[C@H](CO)O1)NCc1ccncn1` gave CFTR F508del cor 0.0, ERp5 inh 1.7, ARNT-TACC3 inh -2.7, DENV2 CPE 15.7, INS-1E GSIS act 3.8, Xi reactivation -0.5, PAX8 reporter -8.9 and EWS-Fli block 0.1.
`C[C@@H]1CN([C@@H](C)CO)C(=O)Cc2cc(NS(=O)(=O)c3ccc(F)cc3)ccc2O[C@@H]1CN(C)Cc1ccc2c(c1)OCO2` gave CFTR F508del cor 0.2, ERp5 inh 0.8, ARNT-TACC3 inh -5.5, DENV2 CPE -3.3, INS-1E GSIS act 1.3, Xi reactivation -0.9, PAX8 reporter -7.5 and EWS-Fli block -9.6.
`CNC[C@@H](CC1CCCCC1)NC[C@H](CC(C)C)NCCc1cccc(C(F)(F)F)c1` gave CFTR F508del cor -2.1, ERp5 inh 4.1, ARNT-TACC3 inh 14.3, DENV2 CPE inconclusive, INS-1E GSIS act 480.2*, Xi reactivation inconclusive, PAX8 reporter 113.1* and EWS-Fli block 49.4.
Screening CO[C@H]1CN(C)C(=O)c2cc(NC(=O)Nc3c(C)noc3C)ccc2OC[C@H](C)N(C)C[C@H]1C returned CFTR F508del cor -1.7, ERp5 inh -5.3, ARNT-TACC3 inh -2.7, DENV2 CPE 17.3, INS-1E GSIS act 2.5, Xi reactivation 0.0, PAX8 reporter -2.0 and EWS-Fli block 0.3.
`Cc1nc(Cl)c2c(n1)N(CC(N)=O)C(=O)CO2` gave CFTR F508del cor 1.5, ERp5 inh -0.6, ARNT-TACC3 inh -2.7, INS-1E GSIS act 0.1, Xi reactivation 0.2, PAX8 reporter 8.1 and EWS-Fli block -11.4.
Oc1[nH]c2ccccc2c1N=Nc1ccccc1Cl was read as CFTR F508del cor 1.7, ERp5 inh -10.7, ARNT-TACC3 inh 10.2, DENV2 CPE 3.9, Xi reactivation -0.2, PAX8 reporter -122.4 and EWS-Fli block -40.6.
Cc1noc(C)c1NC(=O)N(C)C[C@H]1Oc2cc(C#CCC(C)C)ccc2S(=O)(=O)N([C@@H](C)CO)C[C@@H]1C was read as CFTR F508del cor -1.0, ERp5 inh 2.2, ARNT-TACC3 inh -2.0, DENV2 CPE 0.2, INS-1E GSIS act 14.3, Xi reactivation -0.3, PAX8 reporter 3.7 and EWS-Fli block 2.2.
CCOC(=O)C(C)(C)N(Cc1ccccc1C)S(=O)(=O)c1ccc(Cl)c([N+](=O)[O-])c1 was read as ARNT-TACC3 inh -1.5, INS-1E GSIS act -32.5, Xi reactivation 0.0 and PAX8 reporter 8.7.
For O=C(C[C@H]1CC[C@@H](NC(=O)Nc2cc(F)ccc2F)[C@@H](CO)O1)Nc1ccccc1 the results were CFTR F508del cor 1.0, ERp5 inh 4.5, ARNT-TACC3 inh 3.0, DENV2 CPE 5.7, INS-1E GSIS act -27.0, Xi reactivation 0.3 and EWS-Fli block 3.3.
`CCCCN(C(=O)c1cc(CC)c(C)s1)c1c(N)n(CC(C)C)c(=O)[nH]c1=O` gave CFTR F508del cor 0.4, ERp5 inh 0.7, ARNT-TACC3 inh -0.4, DENV2 CPE -0.9, INS-1E GSIS act 31.3 and Xi reactivation 0.1.
`Cc1cc(C(=O)Nc2cccc3c2O[C@H](CN(C)C(=O)Nc2ccc4c(c2)OCO4)[C@@H](C)CN([C@H](C)CO)C3=O)n(C)n1` gave CFTR F508del cor -3.5, ERp5 inh 5.0, ARNT-TACC3 inh -8.2, DENV2 CPE 2.4, INS-1E GSIS act 3.7, Xi reactivation -1.2 and EWS-Fli block -57.3.
`COc1ccc(C(=O)On2c(-c3ccc(Br)cc3)nc3ccccc3c2=O)cc1` gave CFTR F508del cor -0.9, ERp5 inh 2.1, DENV2 CPE 3.1, INS-1E GSIS act 8.2, Xi reactivation 0.0, PAX8 reporter 10.0 and EWS-Fli block 7.7.
COc1cccc(NC(=O)N(C)C[C@@H]2Oc3cc(/C=C/c4ccccc4)ccc3S(=O)(=O)N([C@@H](C)CO)C[C@@H]2C)c1 was read as CFTR F508del cor 4.5, ERp5 inh 15.7, ARNT-TACC3 inh 0.8, DENV2 CPE -4.1, INS-1E GSIS act 8.6, Xi reactivation 0.0 and EWS-Fli block 9.7.
O=C(NNC(=O)C1COc2ccccc2O1)c1ccccc1O (stereo not drawn) was read as CFTR F508del cor -2.2, ERp5 inh 5.8, ARNT-TACC3 inh 3.9, DENV2 CPE 14.3, INS-1E GSIS act -11.4, Xi reactivation 0.3, PAX8 reporter 17.5 and EWS-Fli block -6.3.
For O=C(CN1C(=O)NC2(CCCCCC2)C1=O)Nc1ccc(Cl)c([N+](=O)[O-])c1 the results were CFTR F508del cor 2.2, ERp5 inh -0.1, DENV2 CPE 0.8, INS-1E GSIS act -6.2, Xi reactivation 0.0, PAX8 reporter 30.4 and EWS-Fli block 12.7.
CCCn1nnnc1NCc1ccccc1OCc1cccs1 was read as CFTR F508del cor 2.1, ERp5 inh 2.0, ARNT-TACC3 inh -2.0, DENV2 CPE 11.0, INS-1E GSIS act 17.3 and EWS-Fli block 0.3.
